Compound activity from PubChem BioAssay.
ERa coact pot: enhances coactivator binding to human estrogen receptor alpha; TR-FRET ERalpha-LBD/SRC-Cy5 coactivator binding, 2 h; 100 = basal binding, no effect; AID 639; coactivator binding (% of control), % at 25.6 µM; P03372; 86,000 tested, 1.3% active; in the data active = activity above about 200%;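 note: binding measured in presence of low estradiol as agonist stimulus; 0% = peptide alone without receptor and 100% = receptor with peptide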
CD11b adhes inh: CD11b/CD18-fibrinogen binding inhibition; P05107+P11215; K562 CD11b/CD18 adhesion to fibrinogen, ATPlite luminescence; Mn2+ added to activate the integrin; inhibition, % at 10 µM; 93,000 tested, 0.54% active; AID 1497;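 active = primary inhibition of 50% or more at 10 µM, then 40% or more on retest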; note: some results filed as inactive read as strong as hits
Target sequence (P05107 whole entry, looked up, other chains not shown): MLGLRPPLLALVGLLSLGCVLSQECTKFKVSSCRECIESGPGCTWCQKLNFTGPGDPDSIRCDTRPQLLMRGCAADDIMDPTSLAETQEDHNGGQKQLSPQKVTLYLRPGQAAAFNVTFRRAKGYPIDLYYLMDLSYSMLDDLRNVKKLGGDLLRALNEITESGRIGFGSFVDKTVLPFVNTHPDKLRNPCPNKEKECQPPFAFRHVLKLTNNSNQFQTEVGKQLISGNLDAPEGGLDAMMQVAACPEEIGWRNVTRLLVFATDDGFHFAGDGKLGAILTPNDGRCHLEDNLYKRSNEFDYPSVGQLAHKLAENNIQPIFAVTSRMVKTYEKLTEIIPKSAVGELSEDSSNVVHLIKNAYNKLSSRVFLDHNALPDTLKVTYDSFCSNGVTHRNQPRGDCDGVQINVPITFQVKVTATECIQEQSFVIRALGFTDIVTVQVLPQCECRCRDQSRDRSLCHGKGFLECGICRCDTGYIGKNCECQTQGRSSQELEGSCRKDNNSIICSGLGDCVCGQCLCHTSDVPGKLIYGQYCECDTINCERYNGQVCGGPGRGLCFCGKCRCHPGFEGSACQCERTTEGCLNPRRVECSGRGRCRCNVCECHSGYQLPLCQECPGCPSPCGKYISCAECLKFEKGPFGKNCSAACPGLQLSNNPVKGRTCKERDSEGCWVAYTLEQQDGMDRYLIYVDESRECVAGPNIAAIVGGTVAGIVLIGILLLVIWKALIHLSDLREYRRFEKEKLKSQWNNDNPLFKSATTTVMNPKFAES
MT1-MMP txn act: activates MT1-MMP transcription. HT1080 MT1-MMP promoter luciferase reporter, luminescence, overnight; active compounds read high. activation factor at 10 µM. 86,000 tested, 0.16% active;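 active = activation factor of at least 2 for MT1-MMP transcription at 10 µM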
sEH act: soluble epoxide hydrolase (human) activation; purified human sEH enzymatic activity, activator screen; P34913; activation, % at 2 µM; AID 717; 91,000 tested, 0.04% active; in the data active = activation above about 37%; note: values of inactives mirror those of a sister screen read the other way
sEH inh: inhibitors of human soluble epoxide hydrolase. inhibition, % at 2 µM. AID 707. 91,000 tested, 0.34% active. recombinant human sEH enzymatic activity assay. P34913; in the data active = inhibition above about 80%; note: values of inactives mirror those of a sister screen read the other way; many of its hits are not listed in these tables
ERb SRC1 inh: ER-beta (human) coactivator binding inhibition | inhibition, % at 25.6 µM | Q92731 | 86,000 tested, 1.3% active | TR-FRET ER-beta LBD / SRC1-Cy5 peptide binding; receptor agonist-loaded with 1 µM estradiol;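 active = compounds whose percent inhibition of the receptor-coactivator binding signal exceeds about 50% in the single-dose screen, limit read from the data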;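 note: 0% = receptor plus peptide wells without compound and 100% = peptide-only wells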
Smad3 FoxH1 inh: inhibitors of human Smad3 transcription factor binding; P84022; inhibition, % at 25 µM; TR-FRET Smad3/Dy647-FoxH1 peptide binding, europium anti-His; AID 630; 88,000 tested, 0.29% active;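 active = compounds that reduce the energy-transfer binding signal between the protein and its labelled peptide by more than half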;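 note: 0% = Smad3 plus labelled peptide maximal FRET and 100% = peptide-only background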
Candida biofilm: kills Candida albicans biofilms. inhibition, % at 6 µM. 85,000 tested, 0.14% active. C. albicans biofilm + clotrimazole, Alamar Blue;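 active = inhibition above 20%; inactive = inhibition below 20%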;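 note: preformed 24 hr biofilms exposed to compound for 48 hr; 0% = biofilm without compound and 100% = blank killed by clotrimazole plus chlorhexidine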
Mac1 fbg enh: enhancers of human CD11b/CD18 binding to fibrinogen; P05107+P11215; K562 CD11b/CD18 adhesion to fibrinogen, ATPlite luminescence; activation, % at 10 µM; 93,000 tested, 0.07% active;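 active = 10 µM primary screen giving 50% or more activity, confirmed by 40% or more on retest at that dose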; note: strong numbers were not always called active; reference of the scale not given here
* = called active by the depositor; . = not tested or not shown; [ ] = dose if it differs, or a comment.

item	Compound	ERa coact pot	CD11b adhes inh	MT1-MMP txn act	sEH act	sEH inh
1	CCOC(=O)CNC(=O)c1nn(-c2ccc(OCC)cc2)c(=O)c2ccccc12	111	-19	1	.	.
2	CC(OC(=O)CCCOc1ccccc1)C(=O)NC(N)=O (stereo unspecified)	.	-5	.	13	-10
3	Cc1ccc(S(=O)(=O)N2CCCN(S(=O)(=O)c3ccc4ccccc4c3)CC2)cc1	105	.	1.1	3	0
4	Cn1c(=O)c2c(nc(SCCNS(=O)(=O)c3ccccc3)n2C)n(C)c1=O	80	13	1	.	.
5	COCCn1c(N)c(S(=O)(=O)c2cccs2)c2nc3ccccc3nc21	126	-11	1.1	8	-9
6	O=C(CCCN1C(=O)c2ccccc2C1=O)Nc1nncs1	88	-20	1.1	.	.
7	O=C(CCCN1CCC(c2ccccc2)C1)c1ccc2c(c1)OCCO2 (stereo unspecified)	125	-5	1.2	2	-3
8	CS(=O)(=O)N1CCN(c2nnc(-c3ccccc3)c3ccccc23)CC1	112	13	1.1	.	.

item	ERb SRC1 inh	Smad3 FoxH1 inh	Candida biofilm	Mac1 fbg enh
1	-3	3	-1	-4
2	.	.	.	-2
3	11[fluorescence artefact?]	-5	12	.
4	-6	2	.	-2
5	9	18	4	-1
6	-5[fluorescence artefact?]	11	6	4
7	-4	4	8	-8
8	-3	-3	0	-1

Following part
item	Compound	ERa coact pot	CD11b adhes inh	MT1-MMP txn act	sEH act	sEH inh
9	CC(=O)c1c(OC(=O)c2ccc(C)cc2)c2ccccc2n1C	.	-41	.	4	-4
10	Cc1cccc2cc(CN(CCCO)C(=O)Nc3cccc(Cl)c3)c(=O)[nH]c12	121	11	1.1	4	0
11	CCOC(=O)C1=C(C)Nc2ccc(C)cc2S1	80[fluorescence artefact?]	10	1.1	-4	3
12	Cc1ccc(NC(=O)c2cc(-c3ccco3)on2)cc1	.	3	1.2	1	1
13	CCc1cc2c(SCC(=O)c3ccc(C)cc3)ncnc2s1	161[fluorescence artefact?]	.	1.2	1	2
14	OC(CCCN1CCC(O)(c2ccc(Cl)cc2)CC1)c1ccc(F)cc1 (stereo unspecified)	115	.	1.1	.	.
15	Cc1sc(NC(=S)NC(=O)c2cccs2)nc1-c1ccc(CC(C)C)cc1	.	-10	.	18	-18
16	Cc1cccc(NC(=O)Cn2nnc(-c3ccc(CN4CCCC4)cc3)n2)c1C	204*[fluorescence artefact?]	31	1.1	-15	17

item	ERb SRC1 inh	Smad3 FoxH1 inh	Candida biofilm	Mac1 fbg enh
9	.	.	.	0
10	-3	1	8	25
11	-6	-4	6	0
12	.	.	.	10
13	20[fluorescence artefact?]	17[fluorescence artefact?]	1	.
14	2	6	10	.
15	.	.	.	1
16	17[fluorescence artefact?]	4	1	3

Additional entries
item	Compound	ERa coact pot	CD11b adhes inh	MT1-MMP txn act	sEH act	sEH inh
17	O=C(CCN1C(=O)COc2ccccc21)NCCC1=CCCCC1	120[fluorescence artefact?]	.	1	.	.
18	Cc1ccc(Cn2nnnc2CN2CCC(c3nc4ccc(Cl)cc4[nH]3)CC2)cc1	.	-34	.	-5	3
19	CCCCOC(=O)Nc1nc(CC(=O)OCC)cs1	127	-10	1.2	4	-6
20	CC(c1cccs1)N(Cc1ccco1)C(=O)Nc1ccc(Cl)c(Cl)c1 (stereo unspecified)	114	27	.	-11	13
21	CNCCCC1Sc2ccccc2Oc2ccccc21 (stereo unspecified)	94	.	1.2	2	-1
22	COc1cccc(NC(=O)Nc2cc(C)ccc2F)c1	134	.	1.3	.	.
23	Cc1ccccc1-n1c(-c2cccnc2)n[nH]c1=S	114	-2	1.2	-1	6
24	CCN(CC)S(=O)(=O)c1cccc(C(=O)NCC(=O)OCC(=O)NCc2ccccc2)c1	119	-10	1.1	-11	10

item	ERb SRC1 inh	Smad3 FoxH1 inh	Candida biofilm	Mac1 fbg enh
17	2[fluorescence artefact?]	-7	4	.
18	.	.	.	-2
19	-5	-1	5	1
20	-16	0	5	0
21	2	-10	-2	.
22	-8	5	7	.
23	-18	4	5	-3
24	2	13	8	0

Other entries.
item	Compound	ERa coact pot	CD11b adhes inh	MT1-MMP txn act	sEH act	sEH inh
25	COc1cccc(NC(=O)CSc2nnc(-c3cc(-c4ccccn4)nc4ccccc34)o2)c1	107	4	1.2	4	-6
26	COc1ccc2[nH]c(=O)c(C(c3nnnn3C3CCCCC3)N3CCN(C)CC3)cc2c1 (stereo unspecified)	100	-2	1	.	.
27	O=C(CSc1ncn[nH]1)Nc1ccc2c(c1)OCCO2	105	-3	1.2	-14	14
28	CCOc1ccc(N(CC(=O)N2CCc3ccccc32)S(=O)(=O)c2c(C)noc2C)cc1	103	-3	1	-3	2
29	COc1nc(Nc2cccc(C(F)(F)F)c2)nc(OC)n1	102	-12	0.9	-6	6
30	CNC(=O)CC1C(=O)N(C)C(=S)N1NC(=O)c1ccc(Cl)cc1 (stereo unspecified)	133[fluorescence artefact?]	-2	1.1	12	-10
31	O=c1nc2n(c3ccccc13)Cc1ccccc1-2	137	-21	1.1	.	.
32	CCOc1ccc(-c2nnc3n2N=C(c2ccc(OC)cc2)CS3)cc1	141	.	1.1	.	.

item	ERb SRC1 inh	Smad3 FoxH1 inh	Candida biofilm	Mac1 fbg enh
25	7	2	8	6
26	1	7	6	0
27	5	-2	-2	-1
28	-8[fluorescence artefact?]	9	5	1
29	-16	-7	0	0
30	5	10	5	-1
31	5	13	8	-1
32	1	-6	4	.

Remaining list, next part
item	Compound	ERa coact pot	CD11b adhes inh	MT1-MMP txn act	sEH act	sEH inh
33	COc1ccc(NC(=O)C(F)(F)F)cc1OC	98	.	1.1	7	-8
34	Cc1ccc(CCn2c3c(c4ccccc42)CN(C)CC3)cn1	100	12	1.1	.	.
35	COc1ccc(CN2CCN(C(=O)CN3C(=O)C4C5C=CC(C5)C4C3=O)CC2)c(OC)c1OC (stereo unspecified)	.	18	1	-2	3
36	CCNC(=O)C1CC(=O)N(Cc2ccc3c(c2)OCO3)C(=Nc2ccc(OCC)cc2)S1 (stereo unspecified)	100[fluorescence artefact?]	-20	1	4	-6
37	CCOC(=O)C1CCN(C(=O)CCn2c(=O)[nH]c3ccccc3c2=O)CC1	98	-10	0.9	2	0
38	COC(=O)c1[nH]c2ccc(Cl)cc2c1NC(=O)CN1CCC(C(N)=O)CC1	111	-10	1.3	-20	20
39	COc1ccc(NC(=O)c2cc(-c3cc(C)cc(C)c3O)n[nH]2)cc1Cl	117	99	1.3	5	-5
40	COc1ccccc1NC(=O)CSc1ccc2nnc(-c3ccccn3)n2n1	89[fluorescence artefact?]	8	1.2	.	.

item	ERb SRC1 inh	Smad3 FoxH1 inh	Candida biofilm	Mac1 fbg enh
33	5	-1	1	.
34	-15	-8	4	-2
35	.	.	.	-2
36	1	2	5	1
37	16[fluorescence artefact?]	8[fluorescence artefact?]	5	-2
38	-9	1	7	-8
39	8	-4	-1	-11
40	25	8	-4	-9

Part of the list above, with two lines to a compound.
Values run as follows: ERa coact pot, CD11b adhes inh, MT1-MMP txn act, sEH act, sEH inh, ERb SRC1 inh, Smad3 FoxH1 inh, Candida biofilm, Mac1 fbg enh
33) COc1ccc(NC(=O)C(F)(F)F)cc1OC
    98, ., 1.1, 7, -8, 5, -1, 1, .
34) Cc1ccc(CCn2c3c(c4ccccc42)CN(C)CC3)cn1
    100, 12, 1.1, ., ., -15, -8, 4, -2
35) COc1ccc(CN2CCN(C(=O)CN3C(=O)C4C5C=CC(C5)C4C3=O)CC2)c(OC)c1OC (stereo unspecified)
    ., 18, 1, -2, 3, ., ., ., -2
36) CCNC(=O)C1CC(=O)N(Cc2ccc3c(c2)OCO3)C(=Nc2ccc(OCC)cc2)S1 (stereo unspecified)
    100[fluorescence artefact?], -20, 1, 4, -6, 1, 2, 5, 1
37) CCOC(=O)C1CCN(C(=O)CCn2c(=O)[nH]c3ccccc3c2=O)CC1
    98, -10, 0.9, 2, 0, 16[fluorescence artefact?], 8[fluorescence artefact?], 5, -2
38) COC(=O)c1[nH]c2ccc(Cl)cc2c1NC(=O)CN1CCC(C(N)=O)CC1
    111, -10, 1.3, -20, 20, -9, 1, 7, -8

The listing continues.
item	Compound	ERa coact pot	CD11b adhes inh	MT1-MMP txn act	sEH act	sEH inh
41	CCC(=O)N1CCc2cc(S(=O)(=O)NCCC(=O)NC3CCCc4ccccc43)ccc21 (stereo unspecified)	118	-11	1.3	.	.
42	CCC(C)(C)n1nnnc1C(c1cc(OC)c(OC)c(OC)c1)N1CCN(c2ccccc2)CC1 (stereo unspecified)	128	-21	1.2	-8	8
43	CN1CCN(C(=O)C2(NC(=O)NCc3ccccc3)CCCCC2)CC1	102	.	1.1	14	-10
44	CC(=O)NC1=NC(=O)C(C)S1 (stereo unspecified)	100	.	1.1	-5	7
45	Cc1c(-c2nc(N)nc(Nc3ccccc3)n2)oc2ccccc12	97	-12	2*	-2	1
46	CC(C)CN1C(=O)C(=O)N(CC(=O)NCc2ccc3c(c2)OCO3)C1=O	93	4	1	22	-22
47	Cc1nn2c3ccccc3nc2n(C)c1=O	112	-3	1	.	.
48	COC(=O)C(NC(=O)c1ccccc1)=C1C=C(C)OC(C)=C1	150[fluorescence artefact?]	.	1.1	-20	21

item	ERb SRC1 inh	Smad3 FoxH1 inh	Candida biofilm	Mac1 fbg enh
41	-1	5	2	-1
42	-10	3	8	3
43	-4	6	3	.
44	-12	-19	0	.
45	9	1	0	8
46	12	-2	-4	-5
47	-2	3[fluorescence artefact?]	5	-4
48	-1	-7	1	.

Continued.
item	Compound	ERa coact pot	CD11b adhes inh	MT1-MMP txn act	sEH act	sEH inh
49	Cc1nnc(SCC(=O)NCc2cccs2)n1-c1ccccc1	88	-24	1	11	-13
50	CCSc1nnc(NC(=O)CN(C)S(=O)(=O)c2ccc(F)cc2)s1	115	10	1	.	.
51	CCOC(=O)c1c(NC(=O)c2ccoc2C)sc2c1CCC2	99	-20	1	-2	5
52	CN(C)c1ccc(C(c2nnnn2CCOC(=O)Nc2ccc(Cl)cc2)N2CCOCC2)cc1 (stereo unspecified)	60[fluorescence artefact?]	-7	1.1	-2	0
53	O=C(c1csc2c1CCCC2)N1CCN(c2ncccn2)CC1	101	11	1.1	3	-2
54	O=C(CCc1nc2ccccc2[nH]c1=O)OCC(=O)N1CCc2ccccc21	123	5	1.2	-4	5

item	ERb SRC1 inh	Smad3 FoxH1 inh	Candida biofilm	Mac1 fbg enh
49	-6	6	2	-3
50	-7	8	-1	-4
51	7	0	7	10
52	50[fluorescence artefact?]	3[fluorescence artefact?]	0	-1
53	-7	15	9	0
54	9	9	1	3

A portion of the library (hit frequency here may not be typical).
